TAG inh = reduces triacylglycerol accumulation in H9c2 cells. actives 0.66% (n = 230,000). inhibition, % at 12.5 µM. AID 651582. Nile Red lipid (TAG) fluorescence; cells loaded with 200 µM oleic acid;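 active = pattern-corrected inhibition of lipid staining of at least 50% with the nuclear-stain viability signal not falling by more than 50%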;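 also: 0% = DMSO wells and 100% = triacsin C control wells; some results filed as inactive read as strong as hits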
TAG inh DAPI viability = further read-out of TAG inh, marked with its call; DAPI nuclei signal change (viability), lower = more cytotoxic, %;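 whole-well DAPI fluorescence read on a plate reader as a viability signal; minus 50 percent equals half of cells still viable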
Active calls of the source: *.

The line under a structure holds: TAG inh, TAG inh DAPI viability
> COC(=O)c1ccc(CN2C(=O)C(C)ON=C2c2ncccc2C)o1 (stereo not drawn)
 : -4, 0
> Cc1ccc2oc(=O)c3cnn(CC(=O)Nc4cc(-c5cccc(F)c5)no4)c3c2c1
 : -2, 3
> Cc1c(Cl)cccc1NC(=S)N1CCN(S(=O)(=O)c2cccs2)CC1
 : -16, 3
> Cc1nc2cc(Cl)c(Cl)cc2nc1C
 : 6, -2
> Cc1cccc(NC(=O)C2CCCN2S(=O)(=O)c2ccc(Cl)cc2)n1 (stereo not drawn)
 : 6, 2
> O=C(COc1ccc(Cl)cc1Cl)NC(=O)c1ccccc1
 : 2, 0
> O=C(O)c1cccc(Cn2c(Cl)c(/C=N/NC(=O)c3ccccc3)sc2=O)c1
 : 3, -7
> CC(=O)c1c(C)[nH]c(C(=O)OCC(=O)NCc2ccc(Cl)cc2)c1C
 : 2, -5
> Cc1ccc(OCCC(=O)NNC(=O)c2ccccc2F)cc1
 : 6, -2
> Cc1ccc2c(c1)c1ncnc(N3CCOCC3)c1n2C
 : 3, 30
> CCCn1nnc(NC(=S)NC(=O)/C=C/c2ccc(Cl)cc2)n1
 : -4, 1
> CC(C)(C)OC(=O)C(C1NC(C(=O)O)C(C)(C)S1)N1C(=O)c2ccccc2C1=O (stereo not drawn)
 : -2, 9
> Cc1cc(C)n(-c2ccccc2C#N)n1
 : -4, 7
> O=C(NC1CCCc2ccccc21)c1ccccc1Cl (stereo not drawn)
 : -9, -6
> Cc1[nH]n(-c2ccccc2)c(=O)c1N=Nc1ccccc1
 : 11, 3
> COc1ccccc1CNC(=O)Cc1cc(=O)[nH]c(=O)[nH]1
 : 11, -2
> COc1ccc(C(=O)Nc2cccc(/C(C)=N/NC(=O)c3ccc([N+](=O)[O-])c(C)c3)c2)cc1OC
 : 9, 17
> COc1ccc(S(=O)(=O)N2c3ccccc3OCC2C(C)(C)C)cc1 (stereo not drawn)
 : 3, 0
> O=C(/C=C/c1ccc(-c2ccccc2[N+](=O)[O-])o1)c1ccccc1
 : -1, 1
> Cc1ccc(S(=O)(=O)c2nc(-c3ccccc3)oc2N2CCCC2)cc1
 : -13, 2

Continued.
The line under a structure holds: TAG inh, TAG inh DAPI viability
> Cc1ccc(C(=O)O)cc1N=Cc1cc(Br)cc(Br)c1O
 : 9, -3
> Cc1cc(S(=O)(=O)Nc2cccnc2)c(Cl)cc1Cl
 : 6, -1
> CC(C)(C)c1nnc2sc(SCC(O)=C(C#N)c3nc4ccccc4[nH]3)nn2c1=O
 : 4, 8
> O=C(O)CC1NC(=S)N(Cc2ccccc2)C1=O (stereo not drawn)
 : -17, 30
> OC(Cc1cccc(C=NN2CCOCC2)n1)(C(F)(F)F)C(F)(F)F
 : -10, -1
> O=C(COC(=O)c1ccccn1)NCc1cccc(Cl)c1
 : 5, 1
> Cc1cc(C(O)c2ncc(-c3ccc(Cl)cc3)[nH]2)ccc1F (stereo not drawn)
 : -27, 8
> C/C(=N/NS(=O)(=O)c1ccc(Cl)cc1)c1cccc(O)c1
 : 5, -5
> Cc1ccc(S(=O)(=O)NC(C(=O)N2CCN(S(=O)(=O)c3cccc(F)c3)CC2)C(C)C)cc1 (stereo not drawn)
 : -7, -5
> O=C(Nc1ccccc1-c1ccccc1)c1cnccn1
 : 2, 11
> O=C(c1cccs1)N1CCN(Cc2ccccn2)CC1
 : -26, 9
> O=C(CC1(O)C(=O)Nc2ccccc21)c1ccccc1 (stereo not drawn)
 : -14, 7
> O=C(O)CSc1nnc(-c2ccccc2O)n1Cc1ccccc1
 : -7, 5
> C/C(=N\N1CCN(Cc2ccccc2)CC1)c1ccco1
 : 11, 0
> O=C(c1ccco1)N1CCN=C1SCc1ccccc1F
 : 5, -7
> CSc1nc2ccc(NS(=O)(=O)c3cccc(Cl)c3Cl)cc2s1
 : -14, 0
> CCn1c(=S)[nH]c2cc(Cl)ccc21
 : -7, -3
> O=C(Nc1cccc2ccccc12)C1CCN(C(=O)NCc2ccccc2)CC1
 : 12, 11
> O=c1ccn(C2CCCO2)c(=O)[nH]1 (stereo not drawn)
 : -3, 4
> CCOC(=O)C1CCCN(C(=O)c2cccc(S(=O)(=O)N3CC(C)OC(C)C3)c2)C1 (stereo not drawn)
 : 1, -4

Given as labelled records: part of the list above
CCn1c(=S)[nH]c2cc(Cl)ccc21
  TAG inh: -7; TAG inh DAPI viability: -3

O=C(c1ccco1)N1CCN=C1SCc1ccccc1F
  TAG inh: 5; TAG inh DAPI viability: -7

New compounds follow.
The line under a structure holds: TAG inh, TAG inh DAPI viability
> COc1cc(C2C(C(C)=O)=C(O)C(=O)N2CCc2c[nH]c3ccccc23)ccc1O (stereo not drawn)
 : 12, 10
> Cc1noc(C)c1S(=O)(=O)Nc1ccc(C(=O)NC2CCCCC2C)cc1 (stereo not drawn)
 : -3, -9
> C[C@@H]1CCCCO[C@H](CN(C)Cc2ccc(C(F)(F)F)cc2)[C@@H](C)CN([C@H](C)CO)C(=O)c2cc(NS(=O)(=O)c3cn(C)cn3)ccc2O1
 : 1, 12
> c1cnn(-c2cncc(-n3cccn3)n2)c1
 : -3, 8
> COc1ccccc1C1C2C(=O)N(c3ccccc3)C(=O)C2ON1c1ccccc1 (stereo not drawn)
 : 21, -13
> CCCc1ccc(-c2cc(C(=O)N3CCN(c4ccccn4)CC3)c3ccccc3n2)cc1
 : -7, 0
> COc1ccc(-c2oc3ccc(-c4cc(OC)c(OC)c(OC)c4)cc3c2C(=O)c2ccc(OC)nc2)cc1
 : 4, 9
> Cn1cnnc1SCC(=O)Nc1ccc(S(=O)(=O)N2CCOCC2)cc1
 : -20, -2
> Fc1ccc(CSc2nncn2NCc2ccc3c(c2)OCO3)cc1
 : -3, 1
> Cc1csc(=O)n1CCC(=O)NCc1ccc(F)cc1
 : -6, 0
> COc1ccc(-c2cc(NC(C)=O)c3ncc(-c4ccc(OC)c(OC)c4)n3c2)cc1OC
 : 11, -8
> CC1(C)ON=C(c2cccc(F)c2)NC1=O
 : 9, -9
> O=C(/C=C/c1ccccc1[N+](=O)[O-])NCc1ccccc1Cl
 : -22, 4
> COC(=O)C1=C(N)c2c(F)cccc2C1(C#N)c1ccccc1 (stereo not drawn)
 : -7, 4
> COc1cccc(-c2nnc(SCc3ccc(C#N)cc3)n2Cc2ccco2)c1
 : 1, -12
> C[C@H]1CC[C@@]2(O[C@@H](CCO)C[C@@H](O)[C@@H]2O)O1
 : 14, -5
> CCN1CCN(C(=O)c2sc3ncnc(N4CCc5ccccc5C4)c3c2C)CC1
 : -5, 10
> O=c1[nH]c2cc3c(cc2cc1CN(Cc1nnnn1CC1CCCO1)C1CCCCC1)OCO3 (stereo not drawn)
 : 6, 18
> COc1ccc2cc(C#N)c(N3CCOCC3)nc2c1
 : -12, 6
> CC1CN(Cc2ccccc2)C(=O)N(c2ccccc2)C1=O (stereo not drawn)
 : -36, -1

Next part.
The line under a structure holds: TAG inh, TAG inh DAPI viability
> O=C(COC(=O)c1ccc(O)cc1O)c1ccc2c(c1)OCCO2
 : -28, -1
> COc1ccccc1OCC(=O)Nc1ccc2c(c1)n(C)c(=O)n2C
 : 21, -7
> CC1(C)CC2(CC(C)(C)NC(=O)N2)NC(=O)N1
 : 5, 0
> CCOC(=O)c1ccccc1NC(=O)C1CCN(c2ncnc3sc(C)c(C)c23)CC1
 : -1, -5
> N#Cc1cc2c(nc1S(=O)(=O)Cc1ccccc1)CCCC2
 : -3, -2
> O=C(Nc1nc2c(s1)CCCC2)c1ccc2ncsc2c1
 : -11, 1
> CCC(=O)N1CCC1(C)C(=O)NCc1ccc(SC)cc1 (stereo not drawn)
 : 5, -5
> Cc1ccc(NC(=O)CN(C)C(=O)CSc2nc3ccccc3c(=O)n2CCO)cc1
 : 13, -2
> Cc1cc(C)nc(NC(=O)c2ccc(Cl)cc2)n1
 : -11, -6
> CCC1SC2=NC(C)=C(C(=O)OC)C(c3ccc(C)cc3)N2C1=O (stereo not drawn)
 : -2, 12
> CNc1nc(NCC2CCCCC2)c2sccc2n1
 : -11, 19
> COc1ccc(OCC(=O)Nc2ccc(S(=O)(=O)Nc3cc(C)on3)cc2)cc1
 : -8, -5
> COc1ccc(-c2nnn(CC(=O)N(CCN3CCOCC3)C(C(=O)NC3CCCC3)c3ccco3)n2)cc1 (stereo not drawn)
 : 3, -6
> CCCc1cc(C(=O)Nc2ccn(Cc3ccc(C)cc3)n2)no1
 : -48, 2
> COC(=O)CC1C(=O)NCCN1C(=O)CSc1nnc(Nc2ccc(OC)cc2)s1 (stereo not drawn)
 : -5, 1
> Cc1oc2ccc(OC(=O)N3CCOCC3)cc2c1C(=O)OC(C)C
 : 4, -6
> Cc1nn(C)c(Cl)c1CN1CCCC(CO)(Cc2cccc(Cl)c2)C1 (stereo not drawn)
 : -23, 11
> CCCN(CC(=O)Nc1ccccc1C)C(=O)COC(=O)CSc1ccc([N+](=O)[O-])cc1
 : -2, 0
> O=C(NC1CCS(=O)(=O)C1)C1C2CC3CC(C2)CC1C3 (stereo not drawn)
 : 2, 1
> FC(F)(F)c1nnc2ccc(N3CCN(c4ccccc4)CC3)nn12
 : 1, -15

Following part:
The line under a structure holds: TAG inh, TAG inh DAPI viability
> CC(C)(C)N(Cc1ccccc1)C(=O)COC(=O)[C@@H]1CCCN1C(=O)c1cccs1
 : -7, 0
> CCNC(=O)c1ccc(C2SCC(=O)N2CCc2ccccc2)cc1 (stereo not drawn)
 : -2, -12
> CCOc1ccc(C(=O)Nn2cnnc2)cc1OCC
 : 4, 0
> Cn1cccc1/C=N/NC(N)=S
 : -9, 2
> Oc1c(C(c2ccco2)N2CCOCC2)sc2ncnn12 (stereo not drawn)
 : 15, -10
> COc1ccc(NC(=O)COC(=O)c2ccc(F)cc2F)cc1
 : 5, -3
> Cc1ccc(N(CC(=O)NCCSCc2ccco2)S(=O)(=O)c2ccc(F)cc2)cc1
 : -8, -6
> CC(C)c1ccc(NC(=O)COc2ccc(S(=O)(=O)N3CCOCC3)cc2)cc1
 : -22, 4
> COc1ccc(N(CC(=O)NCCC2=CCCCC2)S(=O)(=O)c2ccccc2)cc1OC
 : 3, -5
> CCOC(=O)C(NC(C)=O)C(OC(C)=O)c1cccc(N(CCO)CCO)c1 (stereo not drawn)
 : 1, -1
> Cc1ccc(C=C2C(=O)c3ccccc3C2=O)s1
 : 12, -10
> CN(C)C1=NCCN1CCCC1CCCCC1
 : -2, 8
> COc1ccc(CCN(C)C(=O)c2ccc(COc3ccccc3)o2)cc1OC
 : -2, 2
> CC(C)OC(=O)CSc1nnc(-c2cnccn2)n1C
 : -1, 0
> COc1ccccc1N1CCN(C(CNS(C)(=O)=O)c2cccnc2)CC1 (stereo not drawn)
 : 10, 6
> COc1cccc(C(=O)OCC(=O)c2c(N)n(C)c(=O)n(C)c2=O)c1
 : -16, 1
> COc1cccc(CN(C)C(=O)CCc2nnc(-c3ccsc3)o2)c1
 : 2, 55
> COc1ccc(OC)c(-c2cc(C(=O)NC3CCCC3)c3ccccc3n2)c1
 : -26, 4
> CCOC(=O)c1cc(-c2c(Cl)cccc2Cl)no1
 : 4, -3
> CC1CCCCC1NC(=O)C1CCN(S(=O)(=O)c2ccc3c(c2)CCC(=O)N3)CC1 (stereo not drawn)
 : 2, -4

Among those listed so far, six have a cyano group:
The line under a structure holds: TAG inh, TAG inh DAPI viability
> Cc1cc(C)n(-c2ccccc2C#N)n1
 : -4, 7
> CC(C)(C)c1nnc2sc(SCC(O)=C(C#N)c3nc4ccccc4[nH]3)nn2c1=O
 : 4, 8
> COC(=O)C1=C(N)c2c(F)cccc2C1(C#N)c1ccccc1 (stereo not drawn)
 : -7, 4
> COc1cccc(-c2nnc(SCc3ccc(C#N)cc3)n2Cc2ccco2)c1
 : 1, -12
> COc1ccc2cc(C#N)c(N3CCOCC3)nc2c1
 : -12, 6
> N#Cc1cc2c(nc1S(=O)(=O)Cc1ccccc1)CCCC2
 : -3, -2

Continuation.
The line under a structure holds: TAG inh, TAG inh DAPI viability
> CCc1ccc([C@@H]2CC=C(C(=O)O)CN2S(=O)(=O)c2ccc(C)cc2)cc1
 : -6, 0
> COc1ccc(CN(Cc2ccc(C(=O)O)cc2)C(=S)Nc2ccccc2Cl)cc1OC
 : -2, -1
> Cc1cccc(CNC(=O)C2CCC(=O)N(C3CC3)C2)c1 (stereo not drawn)
 : 5, 8
> COCCNC(=O)CSc1nc2ccc(N3CCOCC3)cc2c(=O)n1Cc1ccc(OC)cc1
 : 0, -3
> Cc1ccc(S(=O)(=O)NC(=O)Nc2ccc(C)cc2C)cc1
 : 13, 5
> C[C@@H]1CN([C@H](C)CO)S(=O)(=O)c2ccc(Br)cc2O[C@@H]1CN(C)Cc1ccc(-c2ccccc2)cc1
 : -8, 1
> CC(C)(C)OC(=O)N1CCC2(CC1)Oc1ccc(F)cc1C(=O)C21CC(c2ccccc2)=NO1 (stereo not drawn)
 : 22, -6
> CCCCCOc1ccc(NC(=O)C2OC3OC(C)(C)OC3C3OC(C)(C)OC23)cc1 (stereo not drawn)
 : -5, 17
> Cc1ccc2nc(N3CCN(C)CC3)c(C#N)cc2c1
 : 7, 11
> O=S(=O)(c1cc(Cl)cc(Cl)c1)N1CCC2CC1c1cc(Cl)ccc12 (stereo not drawn)
 : -18, 4
> CN1CCc2c(sc(NC(=O)c3ccc(C(=O)c4ccccc4)cc3)c2C(N)=O)C1
 : 4, 13
> O=C(CCc1nc2ccccc2c(=O)[nH]1)NCC(=O)Nc1ccc(F)c(F)c1
 : -5, -1
> CCOc1nc(-c2ccccc2)ccc1-c1noc(COc2ccccc2)n1
 : -15, 2
> COC(=O)c1c(NC(=O)COC(=O)c2ccccn2)sc(C)c1C
 : 5, 4
> C=CCO/N=C/C1=C(O)C(C(=O)OC)C(C)(C)CC1=O (stereo not drawn)
 : 8, -14
> Cc1ccc(C(=O)C2=C(O)C(=O)N(Cc3ccco3)C2c2cccc(Br)c2)o1 (stereo not drawn)
 : 8, 5
> CN(C)c1cccc2c(S(=O)(=O)N3CCOCC3)cccc12
 : -9, 11
> COC(=O)c1ccc2c(=O)n(-c3ccccc3F)c(=S)[nH]c2c1
 : 9, -7
> O=C(CN1CCN(S(=O)(=O)c2ccccc2F)CC1)Nc1ccccc1C(=O)c1ccccc1
 : -11, 8

Not all compounds are listed, so the mix of outcomes need not match the whole.
